Screens as filed in PubChem BioAssay.
Jurkat NFkB inh – inhibitors of induced NF-kB luciferase reporter, primary screen, TCR NF-kB activation inhibitor project, cell-based, luminescence, uHTS; Jurkat, PMA/ionomycin-induced NF-kB luciferase reporter; inhibition, % at 4 µM; hit rate 0.53% among 330,000; AID 435003, 2010
UBC13 polyUb – UBC13 polyubiquitin chain formation inhibitors, primary screen, biochemical, TR-FRET, uHTS; Ubiquitin-conjugating enzyme E2 N (Homo sapiens), P61088; inhibition, % at 20 µM; hit rate 0.47% among 330,000; in the data active = inhibition above about 45%, passing the limit was not always enough
Gli-Sufu block – Gli-Sufu pathway antagonists, primary screen, luciferase luminescence, Sufu-KO-LIGHT cells, uHTS; Sufu-KO-LIGHT fibroblasts, Gli luciferase reporter luminescence; inhibition, % at 5 µM; hit rate 0.74% among 340,000; AID 588413, 2011;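 active = inhibition above about 55%, limit read from the data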;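 also: 0% = DMSO-treated cells and 100% = wells with medium but no cells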
697 NFkB inh – inhibitors of PMA/ionomycin-induced NF-kB reporter, 697 cells, primary screen, B-cell NF-kB inhibitor project, cell-based, luminescence, uHTS | 697 B-cell NF-kB luciferase reporter, 16 h | inhibition, % at 4 µM | hit rate 0.33% among 330,000 | AID 435022, 2010; in the data active = inhibition above about 35%
Apaf-1 inh – inhibitors of human Apaf-1 apoptosome, primary screen, biochemical, DEVD-Rh110 fluorescence, uHTS; hit rate 0.71% among 330,000; Apoptotic protease-activating factor 1 (Homo sapiens), O14727; inhibition, % at 20 µM; reconstituted apoptosome caspase-3 activity; AID 489030, 2010; active = inhibition of at least 40% at 20 µM;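 also: plate controls were DMSO wells for no effect and DEVD-CHO caspase inhibitor wells for full effect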
Target sequence (O14727 whole entry, looked up): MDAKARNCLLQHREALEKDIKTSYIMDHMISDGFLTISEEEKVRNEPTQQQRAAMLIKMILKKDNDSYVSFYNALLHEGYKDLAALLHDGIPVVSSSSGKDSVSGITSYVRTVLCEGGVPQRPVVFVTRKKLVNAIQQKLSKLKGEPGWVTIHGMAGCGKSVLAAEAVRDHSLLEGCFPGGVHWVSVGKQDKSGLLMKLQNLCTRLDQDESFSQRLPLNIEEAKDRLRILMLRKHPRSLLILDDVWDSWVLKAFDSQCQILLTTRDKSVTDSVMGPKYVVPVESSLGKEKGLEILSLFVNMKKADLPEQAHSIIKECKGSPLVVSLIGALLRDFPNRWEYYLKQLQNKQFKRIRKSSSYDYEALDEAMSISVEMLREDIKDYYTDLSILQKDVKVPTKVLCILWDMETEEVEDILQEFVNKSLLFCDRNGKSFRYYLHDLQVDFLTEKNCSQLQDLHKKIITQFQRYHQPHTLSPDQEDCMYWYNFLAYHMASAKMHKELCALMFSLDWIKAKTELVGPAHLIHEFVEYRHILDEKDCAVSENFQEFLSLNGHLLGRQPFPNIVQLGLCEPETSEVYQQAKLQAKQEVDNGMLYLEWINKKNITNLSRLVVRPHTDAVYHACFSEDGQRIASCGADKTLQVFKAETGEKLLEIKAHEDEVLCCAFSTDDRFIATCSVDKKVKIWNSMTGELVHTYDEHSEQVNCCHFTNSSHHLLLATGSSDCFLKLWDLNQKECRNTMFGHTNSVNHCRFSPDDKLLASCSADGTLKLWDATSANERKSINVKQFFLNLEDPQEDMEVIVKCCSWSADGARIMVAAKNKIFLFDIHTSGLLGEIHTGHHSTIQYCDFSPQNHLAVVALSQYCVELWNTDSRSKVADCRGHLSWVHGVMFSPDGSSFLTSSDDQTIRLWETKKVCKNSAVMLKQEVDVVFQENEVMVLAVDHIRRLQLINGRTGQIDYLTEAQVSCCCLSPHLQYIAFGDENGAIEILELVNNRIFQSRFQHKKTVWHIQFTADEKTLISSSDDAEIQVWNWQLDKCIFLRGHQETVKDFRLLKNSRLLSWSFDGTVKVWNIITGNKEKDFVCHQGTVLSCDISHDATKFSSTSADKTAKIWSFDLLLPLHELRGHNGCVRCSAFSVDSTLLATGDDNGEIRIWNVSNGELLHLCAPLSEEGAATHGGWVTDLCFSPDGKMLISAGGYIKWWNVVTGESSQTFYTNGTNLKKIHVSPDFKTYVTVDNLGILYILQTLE
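Assay system: Apoptosome proteins | Medium: pH 7.5 Hepes buffer with CHAPS, BSA, DTT | Also added: Cytochrome c and DEVD-Rh110 substrate | Times: 30 min plus 50 min, RT | Detection: Rhodamine 110 fluorescence at Ex 480/Em 540 nm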
SENP8 inh – SENP8 protease inhibitors, primary screen, biochemical, luminescence. Sentrin-specific protease 8 (Homo sapiens), Q96LD8. purified SENP8, Z-RLRGG-aminoluciferin cleavage. inhibition, % at 10 µM. hit rate 1.2% among 330,000. AID 2540, 2010
EBI2 block – EBI2 receptor antagonists, beta-arrestin recruitment, primary screen, cell-based, luminescence, 7a,25-OHC stimulation, uHTS; inhibition, % at 5 µM; 7a,25-OHC stimulated; G-protein coupled receptor 183 (Homo sapiens), P32249; hit rate 0.81% among 360,000; in the data active = inhibition above about 38%;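 also: enzyme fragment complementation signal reports receptor beta-arrestin coupling in cells; 0% = agonist plus DMSO wells and 100% = wells without agonist; some results beyond the cut were filed as inactive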
CCR6 antagonist – CCR6 receptor antagonists, primary screen, cell-based, CHO-K1, luminescence, beta-arrestin, uHTS; C-C chemokine receptor type 6 (Homo sapiens), P51684; CHO-K1 CCR6 PathHunter beta-arrestin, CCL20-stimulated; inhibition, % at 20 µM; hit rate 0.49% among 340,000;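 active = compounds whose inhibition of the agonist-driven luminescence signal at 20 µM reaches about 50%, limit read from the data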;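 also: cells stimulated with CCL20 at 14 nM final; plate controls were DMSO with CCL20 for no effect and DMSO without agonist for full effect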
* marks the source's active call; other numbers are inactive results. Rule as the data show it, unless noted: active = inhibition above about 50%; inactive = the rest.

How did COC(=O)CCCCCCCCC(O)C[N+]1(C)CCOCC1 (stereo not drawn) do in these assays?
Jurkat NFkB inh: -16.2; UBC13 polyUb: 1.6; Gli-Sufu block: 6.8; 697 NFkB inh: -9.6; Apaf-1 inh: -22.1; SENP8 inh: 5.1; EBI2 block: -7.3; CCR6 antagonist: 7.0

What do the screens show for `Cc1ccc(C(=O)NCC(C)(C)O)cc1`?
Jurkat NFkB inh: 7.5; UBC13 polyUb: -8.5; Gli-Sufu block: 1.4; 697 NFkB inh: -19.2; Apaf-1 inh: -3.7; SENP8 inh: -13.0; EBI2 block: -11.3; CCR6 antagonist: 3.5

What do the screens show for `CCc1ccccc1NC(=O)CNCC(=O)Nc1ccccc1CC`?
Jurkat NFkB inh: -19.2; UBC13 polyUb: -5.0; Gli-Sufu block: 7.0; 697 NFkB inh: -4.5; Apaf-1 inh: 2.5; SENP8 inh: -2.3; EBI2 block: -2.7; CCR6 antagonist: -11.9

What do the screens show for `CCOc1ccc(C(=O)N2CCN(c3cccc(C)c3C)CC2)cc1`?
Jurkat NFkB inh: 4.6; UBC13 polyUb: 6.3; Gli-Sufu block: 0.9; 697 NFkB inh: 16.9; Apaf-1 inh: 15.7; SENP8 inh: 4.7; EBI2 block: -14.1; CCR6 antagonist: 9.3

How did Cc1cc(C(=O)c2ccc3ccccc3c2)c(C)o1 do in these assays?
Jurkat NFkB inh: 13.9; UBC13 polyUb: 3.7; Gli-Sufu block: -3.9; 697 NFkB inh: 9.5; Apaf-1 inh: -11.0; SENP8 inh: -5.2; EBI2 block: -4.7; CCR6 antagonist: 9.9

What do the screens show for `COCC(=O)Nc1nc2n(n1)C(c1ccc(Cl)cc1)CC(c1ccc(OC)cc1)N2` (stereo not drawn)?
Jurkat NFkB inh: -6.4; UBC13 polyUb: 15.5; Gli-Sufu block: 0.8; 697 NFkB inh: 6.3; Apaf-1 inh: -1.4; SENP8 inh: 0.7; EBI2 block: 17.4; CCR6 antagonist: -0.8

What do the screens show for `O=C1c2cccc3cc([N+](=O)[O-])cc(c23)C(=O)N1/N=C/c1ccc(O)cc1O`?
Jurkat NFkB inh: -12.1; UBC13 polyUb: -17.2; Gli-Sufu block: 0.3; 697 NFkB inh: -4.1; Apaf-1 inh: -0.9; SENP8 inh: -4.1; EBI2 block: 2.6; CCR6 antagonist: 35.1

How did Cc1csc(NC(=O)CSc2nnc(-c3ccoc3C)n2Cc2ccco2)n1 do in these assays?
Jurkat NFkB inh: 0.6; UBC13 polyUb: 5.9; Gli-Sufu block: -6.9; 697 NFkB inh: 22.9; Apaf-1 inh: 1.7; SENP8 inh: -0.3; EBI2 block: -0.9; CCR6 antagonist: 8.9

Results for CC(C)(C)S(=O)(=O)c1cnc2c(-c3ccsc3)cnn2c1N ?
Jurkat NFkB inh: -74.6; UBC13 polyUb: 2.3; Gli-Sufu block: -46.1; 697 NFkB inh: -42.7; Apaf-1 inh: 0.7; SENP8 inh: 0.6; EBI2 block: 14.4; CCR6 antagonist: 1.6

How did O=C1C=CCC(/C=C/c2ccccc2)O1 (stereo not drawn) do in these assays?
Jurkat NFkB inh: 100.1*; UBC13 polyUb: -0.3; Gli-Sufu block: 21.6; 697 NFkB inh: -165.2; Apaf-1 inh: 2.7; SENP8 inh: -10.9; CCR6 antagonist: 11.3

How did CCOC(=O)c1[nH]c2ccc(F)cc2c1NC(=O)CCN1CCSCC1 do in these assays?
Jurkat NFkB inh: 1.6; UBC13 polyUb: 4.8; Gli-Sufu block: 6.5; 697 NFkB inh: 8.1; Apaf-1 inh: 2.5; SENP8 inh: -0.6; EBI2 block: 2.7; CCR6 antagonist: 13.3

What do the screens show for `CCOC(=O)c1sc(=S)n(-c2ccccc2)c1C`?
Jurkat NFkB inh: -23.8; UBC13 polyUb: 0.8; Gli-Sufu block: 1.6; 697 NFkB inh: -14.7; Apaf-1 inh: 8.1; SENP8 inh: -1.5; EBI2 block: 0.6; CCR6 antagonist: 15.2

How did NC(=O)Cn1cc(/C=N\NS(=O)(=O)c2ccc(F)cc2)c2ccccc21 do in these assays?
Jurkat NFkB inh: -17.1; UBC13 polyUb: -6.2; Gli-Sufu block: -0.5; 697 NFkB inh: -0.2; Apaf-1 inh: 7.9; SENP8 inh: -7.9; EBI2 block: -3.9; CCR6 antagonist: -2.1

Results for CCCCCC(C)n1[nH]c(=O)cc1N (stereo not drawn) ?
Jurkat NFkB inh: -9.9; UBC13 polyUb: 7.7; Gli-Sufu block: -21.3; 697 NFkB inh: 10.6; Apaf-1 inh: -0.9; SENP8 inh: 1.7; EBI2 block: 3.9; CCR6 antagonist: -0.6

How did O=C(CN1c2ccccc2Sc2ccccc21)NNC(=S)Nc1ccc(Cl)cc1Cl do in these assays?
Jurkat NFkB inh: 12.9; UBC13 polyUb: -8.4; Gli-Sufu block: 8.1; 697 NFkB inh: 5.3; Apaf-1 inh: 24.7; SENP8 inh: 2.6; EBI2 block: 4.0; CCR6 antagonist: 42.3

Looked up one by one from above, 2 records:
What do the screens show for `CCOC(=O)c1sc(=S)n(-c2ccccc2)c1C`?
Jurkat NFkB inh: -23.8; UBC13 polyUb: 0.8; Gli-Sufu block: 1.6; 697 NFkB inh: -14.7; Apaf-1 inh: 8.1; SENP8 inh: -1.5; EBI2 block: 0.6; CCR6 antagonist: 15.2

What do the screens show for `Cc1ccc(C(=O)NCC(C)(C)O)cc1`?
Jurkat NFkB inh: 7.5; UBC13 polyUb: -8.5; Gli-Sufu block: 1.4; 697 NFkB inh: -19.2; Apaf-1 inh: -3.7; SENP8 inh: -13.0; EBI2 block: -11.3; CCR6 antagonist: 3.5

Remaining list, next part:
Results for O=C(CSc1ccc2c(c1)OCCO2)Nc1cccc(S(=O)(=O)N2CCCCC2)c1 ?
Jurkat NFkB inh: 5.5; UBC13 polyUb: 9.9; Gli-Sufu block: 2.7; 697 NFkB inh: -3.3; Apaf-1 inh: -6.4; SENP8 inh: 1.5; EBI2 block: -5.9; CCR6 antagonist: 5.5

Results for COc1ccccc1C/C(N)=N/OC(=O)COc1cccc(C)c1C ?
Jurkat NFkB inh: 15.6; UBC13 polyUb: 19.1; Gli-Sufu block: -18.6; 697 NFkB inh: 15.5; Apaf-1 inh: -3.3; SENP8 inh: -10.6; EBI2 block: -4.2; CCR6 antagonist: -9.8

What do the screens show for `CCOC(=O)COc1cc(OCC(=O)OCC)c2c(=O)cc(-c3ccccc3)oc2c1`?
Jurkat NFkB inh: 10.2; UBC13 polyUb: 6.3; Gli-Sufu block: 13.4; 697 NFkB inh: 2.8; Apaf-1 inh: 7.7; SENP8 inh: -2.3; EBI2 block: 17.9; CCR6 antagonist: -0.9

How did O=Cc1c(OCc2ccccc2)ccc2ccccc12 do in these assays?
Jurkat NFkB inh: -35.2; UBC13 polyUb: -4.6; Gli-Sufu block: -34.1; 697 NFkB inh: -38.3; Apaf-1 inh: 7.1; SENP8 inh: 14.4; EBI2 block: 3.7; CCR6 antagonist: -3.5

What do the screens show for `Cc1ccc(C)c(NS(=O)(=O)c2cc(C(=O)Nc3ccccc3-c3ccccc3)ccc2Cl)c1`?
Jurkat NFkB inh: -18.6; UBC13 polyUb: -6.2; Gli-Sufu block: -3.5; 697 NFkB inh: -6.8; Apaf-1 inh: 7.0; SENP8 inh: 1.0; EBI2 block: 23.5; CCR6 antagonist: 6.8

Results for COC(=O)c1ccc(OC(=O)c2cccnc2SC)cc1 ?
Jurkat NFkB inh: -0.9; UBC13 polyUb: 0.8; Gli-Sufu block: -5.8; 697 NFkB inh: 5.7; Apaf-1 inh: -9.1; SENP8 inh: -32.7; EBI2 block: 1.9; CCR6 antagonist: 14.4

How did O=C(NCC1CCCO1)c1cc(S(=O)(=O)N2CCCC2)c(Cl)cc1Cl (stereo not drawn) do in these assays?
Jurkat NFkB inh: 8.9; UBC13 polyUb: 5.1; Gli-Sufu block: 1.6; 697 NFkB inh: 22.9; Apaf-1 inh: 5.6; SENP8 inh: 6.5; EBI2 block: 4.3; CCR6 antagonist: 9.9

What do the screens show for `Cc1cccc(NC(=S)N(C)Cc2cn(C)c3ccccc23)c1`?
Jurkat NFkB inh: 1.2; UBC13 polyUb: 8.2; Gli-Sufu block: 15.9; 697 NFkB inh: 4.4; Apaf-1 inh: 5.8; SENP8 inh: -5.4; EBI2 block: 11.0; CCR6 antagonist: 9.3

How did O=C(c1c(Cl)nc2sccn12)N(C(=O)c1c(Cl)nc2sccn12)c1ccc(Cl)cn1 do in these assays?
Jurkat NFkB inh: -144.6; UBC13 polyUb: 4.6; Gli-Sufu block: -45.0; 697 NFkB inh: -125.5; Apaf-1 inh: -0.5; SENP8 inh: -10.5; EBI2 block: 7.3; CCR6 antagonist: 15.1

Results for CN(C)CCn1c2c(c(SCC(=O)Nc3cccc(C(F)(F)F)c3)nc1=O)CCCC2 ?
Jurkat NFkB inh: 10.8; UBC13 polyUb: 1.5; Gli-Sufu block: 16.3; 697 NFkB inh: -12.9; Apaf-1 inh: 10.5; SENP8 inh: 8.1; EBI2 block: -2.9; CCR6 antagonist: 12.6

What do the screens show for `Cc1cccc(OCC(=O)Nc2ccc3c(c2)OCCO3)c1`?
Jurkat NFkB inh: -60.5; UBC13 polyUb: -11.5; Gli-Sufu block: -1.0; 697 NFkB inh: -23.8; Apaf-1 inh: 5.6; SENP8 inh: -19.7; EBI2 block: -3.5; CCR6 antagonist: 3.4

How did COc1ccc(CC(=O)OCC(=O)NCC2CCCO2)cc1OC (stereo not drawn) do in these assays?
Jurkat NFkB inh: 2.2; UBC13 polyUb: -0.7; Gli-Sufu block: -16.5; 697 NFkB inh: 3.4; Apaf-1 inh: -4.4; SENP8 inh: -1.1; EBI2 block: -5.5; CCR6 antagonist: -0.3

How did COc1ccc(OC)c(NC(=O)C2CCCN(S(=O)(=O)c3cccc4cccnc34)C2)c1 (stereo not drawn) do in these assays?
Jurkat NFkB inh: -1.1; UBC13 polyUb: 5.7; Gli-Sufu block: -5.6; 697 NFkB inh: -2.8; Apaf-1 inh: 2.9; SENP8 inh: -7.7; EBI2 block: -5.5; CCR6 antagonist: 7.4

How did O=S(=O)(NC1CC1)c1ccc(S(=O)(=O)N2CCC3(CC2)OCCO3)cc1 do in these assays?
Jurkat NFkB inh: -11.4; UBC13 polyUb: 0.7; Gli-Sufu block: -25.7; 697 NFkB inh: 7.8; Apaf-1 inh: -2.1; SENP8 inh: -0.1; EBI2 block: 5.8; CCR6 antagonist: 12.3

What do the screens show for `CC(C)(C)OC(=O)N1Cc2ccccc2C[C@H]1C(=O)N1CCC[C@H]1C(=O)O`?
Jurkat NFkB inh: -14.9; UBC13 polyUb: 4.1; Gli-Sufu block: -17.9; 697 NFkB inh: 10.4; Apaf-1 inh: 3.8; SENP8 inh: -5.4; EBI2 block: 3.9; CCR6 antagonist: -7.8

How did O=C(C1CCN(c2nc(-c3ccccc3)nc3c2CCC3)CC1)N1CCC(O)CC1 do in these assays?
Jurkat NFkB inh: -9.9; UBC13 polyUb: -5.7; Gli-Sufu block: 8.2; 697 NFkB inh: -10.3; Apaf-1 inh: 5.4; SENP8 inh: -10.7; EBI2 block: 1.4; CCR6 antagonist: 16.3

How did O=C(N/N=C1\CCc2ccccc21)c1ccccc1O do in these assays?
Jurkat NFkB inh: -45.8; UBC13 polyUb: 13.5; Gli-Sufu block: -66.5; 697 NFkB inh: -133.3; Apaf-1 inh: -3.6; SENP8 inh: 58.0*; EBI2 block: -9.0; CCR6 antagonist: 16.1

Results for S=c1[nH]nc(-c2ccc(Cl)cc2)n1/N=C/c1ccco1 ?
Jurkat NFkB inh: -4.9; UBC13 polyUb: 2.3; Gli-Sufu block: 1.6; 697 NFkB inh: 17.5; Apaf-1 inh: -3.8; SENP8 inh: -1.0; EBI2 block: -11.0; CCR6 antagonist: 21.9

These rows are one share of the data. The share of hits here may be higher or lower than overall.
